CDK5 inh – inhibitors of human CDK5/p35 kinase, primary screen, biochemical, single concentration | Cyclin-dependent kinase 5 (Homo sapiens) + Cyclin-dependent kinase 5 activator 1 (Homo … | Recombinant CDK5/p35, ADP-Glo luminescence, 60 min | inhibition, % at 10 µM | 330,000 compounds, 0.01% hits;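 active = highest replicate inhibition of at least 50% and at least 75% of replicates reaching 50%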;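 also: plate controls were DMSO neutral control for no effect and GW8510 at 10 µM for full effect; many of its hits are not listed in these tables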
phage Ecoli inh – growth loss of phage-infected E. coli, primary screen, RecBCD inhibitor project, absorbance, with phage, HTS | 360,000 compounds, 0.26% hits | AID 651602, 2012 | inhibition, % at 11.9 µM; in the data active = inhibition above about 11%
PKA-R2B activ – activators of PKA-R2B holoenzyme, primary screen, biochemical, fluorescence polarization, Cy5-IP20, human | cAMP-dependent protein kinase catalytic subunit beta (Homo sapiens) + cAMP-dependent … | PKA-R2B holoenzyme dissociation; R2B truncated from residue 108, S112A mutant; 0% DMSO only, 100% 113 µM cGMP | activation, % at 11.4 µM | 340,000 compounds, 0.079% hits;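 active = activation above a cutoff set at the mean over all compounds plus 3 SD, cut at about 18% in these data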;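 also: higher means more holoenzyme dissociation and a rise in polarization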
Target sequence (P31323 whole entry, looked up, other chains not shown, the tested form may be a part): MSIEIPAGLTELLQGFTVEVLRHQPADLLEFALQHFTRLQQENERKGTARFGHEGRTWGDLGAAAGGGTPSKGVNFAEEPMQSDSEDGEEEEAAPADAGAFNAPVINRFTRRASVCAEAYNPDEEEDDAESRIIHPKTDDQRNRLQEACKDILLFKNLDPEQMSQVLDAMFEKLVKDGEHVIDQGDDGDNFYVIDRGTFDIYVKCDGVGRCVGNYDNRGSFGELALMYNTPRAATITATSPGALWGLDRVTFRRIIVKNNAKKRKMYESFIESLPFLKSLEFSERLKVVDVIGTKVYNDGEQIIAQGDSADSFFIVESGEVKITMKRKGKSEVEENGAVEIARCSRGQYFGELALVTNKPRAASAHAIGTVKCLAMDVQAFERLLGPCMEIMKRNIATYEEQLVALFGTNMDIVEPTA
Ecoli viability – E. coli V3065 growth inhibition, primary screen, counter-screen for AddAB inhibitor project, absorbance, OD600 | 18 h | inhibition, % at 11.9 µM | 330,000 compounds, 0.27% hits;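 active = inhibition above the campaign's mean inhibition across all tested compounds plus 3 SD, cut at about 9.9% in these data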;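 also: uninfected addAB+ strain grown without phage in ampicillin broth; 0% = DMSO wells and 100% = ciprofloxacin 0.95 µg/ml wells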
SUMO Mot1 rescue – yeast Mot1-301 growth rescue at high temperature, primary screen, SUMOylation pathway inhibitor project, S. cerevisiae, ATP luminescence, 38.5C. S. cerevisiae Mot1-301 growth rescue; percent above DMSO median, 100 means doubled. growth rescue, % at 18.8 µM. 320,000 compounds, 1% hits;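 active = every valid replicate shows activation above 250% relative to neutral control wells; inactive = the rest, any valid replicate at or below 250%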;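 also: OY570 slx delta 5 strain wells were the positive control but not used for scaling; some compounds called inactive have numbers as strong as hits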
HTR5A inv ctr – HTR5A inverse agonists in luminescence cell assay, primary screen, counter-screen for OPRM1-OPRD1 heterodimer inverse agonist project, full-deck HTS | 5-hydroxytryptamine receptor 5A (Homo sapiens), P47898 | HTR5A cell line, inverse agonism | inhibition, % at 9.3 µM | 340,000 compounds, 0.083% hits; in the data active = inhibition mostly above about 23%, no sharp cut-off; inactive = mostly below about 18%;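 also: 0% = cells with DMSO and 100% = no-cell wells with DMSO; some compounds called inactive have numbers as strong as hits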
Target sequence (P47898 whole entry, looked up): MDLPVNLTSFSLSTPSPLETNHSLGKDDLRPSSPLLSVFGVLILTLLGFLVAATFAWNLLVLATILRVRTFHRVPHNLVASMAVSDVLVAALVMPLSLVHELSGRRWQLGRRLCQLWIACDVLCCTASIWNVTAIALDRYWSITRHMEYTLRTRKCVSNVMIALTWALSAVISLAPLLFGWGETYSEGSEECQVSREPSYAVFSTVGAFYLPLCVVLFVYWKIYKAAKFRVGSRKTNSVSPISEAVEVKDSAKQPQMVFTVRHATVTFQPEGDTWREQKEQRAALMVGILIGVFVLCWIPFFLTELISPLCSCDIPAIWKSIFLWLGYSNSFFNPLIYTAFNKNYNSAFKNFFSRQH
PKA-R1A act – activators of PKA-R1A holoenzyme, primary screen, biochemical, fluorescence polarization, Cy5-IP20, bovine R1A, mouse PKAc. 340,000 compounds, 0.083% hits. PKA-R1A dissociation; scaled: DMSO 0%, 113 µM cGMP 100%. cAMP-dependent protein kinase type I-alpha regulatory subunit (Bos taurus) + …. activation, % at 11.4 µM;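 active = percent activation above the mean of all tested compounds plus 3 SD, cut at about 19% in these data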;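 also: higher means more PKAc released from R1A so a rise in polarization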
HTR5A ag – HTR5A agonists in luminescence cell assay, primary screen, counter-screen for OPRM1-OPRD1 heterodimer agonist project, full-deck HTS | 5-hydroxytryptamine receptor 5A (Homo sapiens), P47898 | cell-based | activation, % at 9.3 µM | 340,000 compounds, 0.61% hits; in the data active = activation mostly above about 9.5%, no sharp cut-off; inactive = mostly below about 7.6%;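 also: 0% = cells with vehicle only and 100% = reference agonist; strong numbers were not always called active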
AddAB inh – growth inhibition of E. coli expressing H. pylori AddAB, primary screen, AddAB inhibitor project, absorbance; 330,000 compounds, 0.29% hits; inhibition, % at 11.9 µM; in the data active = inhibition above about 12%;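 also: 0% = vehicle wells of infected cells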
Tat export inh – E. coli Tat export inhibitors, primary screen, MC4100, TorA-mCherry reporter, fluorescence, single point | inhibition, % at 10 µM | 340,000 compounds, 0.036% hits | AID 488895, 2010;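 active = mean replicate inhibition at least 50% and at least half of replicates individually reaching 50%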;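 also: exported cargo escapes ClpAP degradation while cytoplasmic cargo is degraded and loses fluorescence; 0% = median of neutral control wells and 100% = median of NaSCN control wells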
DAGLB inh – DAGLB lipase inhibitors, primary screen, biochemical, fluorescence, HTS; Diacylglycerol lipase-beta (Homo sapiens), Q8NCG7; HEK293T DAGLB membrane lysate, EnzChek fluorogenic substrate; inhibition, % at 5.17 µM; 340,000 compounds, 0.059% hits; AID 504411, 2011; in the data active = inhibition above about 34%;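 also: 0% = enzyme with vehicle and 100% = wells lacking enzyme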
Numbers without * were called inactive; / = no result given.

Second line of a record: CDK5 inh, phage Ecoli inh, PKA-R2B activ, Ecoli viability, SUMO Mot1 rescue, HTR5A inv ctr, PKA-R1A act, HTR5A ag, AddAB inh, Tat export inh, DAGLB inh
O=C1c2ccccc2C(=O)N1OS(=O)(=O)c1ccc(F)cc1
    -1.4, -2.0, 7.4, 1.5, -22.5, -3.1, -4.7, 0.8, 2.6, -1.4, -0.6
O=C(NC(=S)Nc1ccccc1N1CCOCC1)c1cccs1
    -1.7, 2.9, -9.9, 0.2, 8.4, 14.7, -6.0, 6.1, 1.6, 6.0, -5.9
CCCc1cc(C(=O)OC)c(NC(=O)CCC(=O)O)s1
    -0.5, 2.0, 2.5, -0.2, 11.8, -15.8, 6.2, 3.3, 2.5, 4.4, -1.7
CCOC(=O)C(CC)/C(C)=N\NC(=O)CCC(=O)Nc1ccc(Cl)cc1Cl (stereo unspecified)
    0.0, 4.2, 0.5, 0.1, 2.6, 4.3, 8.2, 3.5, 3.4, 3.1, -5.9
CCCCC(NC(=O)Cc1c(C)c2cc3c(C)c(C)oc3c(C)c2oc1=O)C(=O)O (stereo unspecified)
    0.7, 0.2, 3.1, 1.0, -11.0, -5.1, -11.5, 1.4, 0.2, 3.1, 6.7
COc1ccc(N(CC(=O)Nc2ccc(F)cc2F)S(=O)(=O)c2c(C)nn(C)c2C)cc1
    0.6, 1.0, -2.7, 1.8, -6.0, 8.8, -1.6, -2.8, 1.5, -3.9, -3.3
CC(=O)c1nnn(-c2ccc([N+](=O)[O-])cc2C)c1C
    1.9, 4.7, 1.8, 0.8, 11.4, 7.3, -8.7, -2.8, 1.5, 3.2, 1.8
O=C(NNC(=O)c1ccccc1Cl)c1ccncc1
    0.5, 1.4, -20.5, 1.0, 190.6, 14.2, 1.9, 0.7, 2.7, -4.8, 2.1
Cc1ccc(C)c(S(=O)(=O)ON2C(=O)c3ccccc3C2=O)c1
    0.6, 3.5, -1.7, -3.3, 62.7, 6.5, 6.2, -0.9, 0.4, -8.8, -0.6
CC1=CC(C)C2COC(c3ccc[n+](C)c3)C1C2C (stereo unspecified)
    0.1, 3.5, 10.3, -1.5, -3.4, -17.1, -9.3, -0.4, 1.0, -7.8, -2.7
CCn1c(CNc2nc3ccccc3n2C(C)C)nc2ccccc21
    1.5, 2.3, 2.3, -0.4, 36.7, -12.1, 4.6, 0.7, 2.8, -8.9, -2.7
Cc1cc(C)nc(NC(=S)NC(=O)c2ccccc2)n1
    0.8, 2.8, 8.2, 0.0, 1.5, -10.2, 1.2, 2.7, 2.5, 11.6, -4.8
Cc1c(Cl)cccc1NC(=O)CNC(=O)CCS(=O)(=O)c1ccc(F)cc1
    0.5, 0.9, 1.0, 0.3, -3.1, -15.8, -4.5, 6.2, 2.1, -3.8, 1.7
CC1CN(C(=O)c2ccccc2OCc2ccc(Cl)cc2Cl)CC(C)O1 (stereo unspecified)
    -0.2, 2.0, 9.2, -1.4, 77.3, -6.8, -11.1, 2.8, 0.1, 3.0, -6.0
Cc1cc(C)c2c(CC(=O)O)c(C)[nH]c2c1
    1.0, 2.0, 5.1, -1.6, -17.5, 3.0, -7.0, -1.1, 3.1, -10.4, 1.5
COc1ccc(CCNC2=CC(=O)CC(C)(C)C2)cc1
    1.5, 0.5, 4.5, -0.5, 4.1, -13.6, 7.2, 5.2, 2.8, 9.2, -1.1
COc1ccc(C2=NCCn3nc4cc(OC)ccc4c32)cc1
    -0.7, 4.5, -4.9, 1.2, 2.0, 10.9, -5.6, -4.3, 2.1, -6.4, -2.7
CC(C)Oc1ccccc1NC(=O)CSc1nccn1C
    -4.8, 0.9, -3.7, 0.9, -5.8, -9.1, 7.2, -1.4, 0.1, 10.8, -0.2
CCc1nnc(NC(=O)C2CCCN2C(=O)Nc2ccc(C)cc2)s1 (stereo unspecified)
    1.1, -0.2, 1.3, 0.8, -7.4, 7.1, -9.3, 2.6, 3.9, 1.2, -1.8
N#Cc1ccccc1S(=O)(=O)N1CCN(CC(O)c2ccccc2)CC1 (stereo unspecified)
    -0.4, -2.9, 4.3, 0.2, -30.1, -9.1, 0.4, -0.8, 4.1, -0.3, -2.4
CCn1c(C(C)NC(=O)c2cccs2)nc2ccccc21 (stereo unspecified)
    1.1, 2.4, 1.3, -2.2, -2.4, -4.4, -2.6, 1.6, -2.8, -2.3, 0.8
Cc1cc2c(c(=O)o1)C1(C(=O)N(CC(=O)O)c3ccccc31)C(C#N)=C(N)O2 (stereo unspecified)
    -1.0, -0.3, -1.7, -0.8, 2.2, -14.8, -5.8, 0.1, 2.0, -9.2, 0.8
CCOc1ccc(C(CC(=O)O)NC(=O)c2cccs2)cc1OC (stereo unspecified)
    0.1, 1.7, -14.8, -1.1, 13.6, 35.4, -10.6, 0.1, 1.7, 0.0, -2.2
Cc1ccc(N(CC(=O)O)S(=O)(=O)c2cccc3nonc23)cc1
    -2.4, 0.0, -15.2, -1.0, 7.0, 4.6, -2.6, 2.1, 1.1, -8.9, 1.1
CCC(C(=O)NCCC(C)C)n1ccc2cc(S(=O)(=O)N3CCCCC3)ccc21 (stereo unspecified)
    /, /, -2.1, -1.5, -10.0, 3.2, -2.4, -0.8, 0.5, 3.2, -0.1
COc1ccccc1OCC(=O)Nc1cccc(-c2nnc(-c3ccco3)o2)c1
    -0.8, 4.0, 5.6, -2.0, -5.7, -10.2, -10.9, 3.6, 2.4, 10.2, 0.2
O=C(NC1CCC(O)CC1)c1ccc(-c2ccc([N+](=O)[O-])cc2)o1 (stereo unspecified)
    0.5, -4.2, 2.6, -0.7, -11.1, -20.2, -1.4, -5.1, 0.8, 2.5, 2.2
CCOC(=O)c1sc(=S)n(-c2ccc(F)c(F)c2)c1N
    0.0, 1.2, 0.2, 0.4, -14.2, 13.9, 1.6, 3.1, -0.1, -3.7, -0.4
O=C(Nc1cccc(F)c1)c1cccc(S(=O)(=O)N2CCOCC2)c1
    1.0, 2.1, -3.0, -1.2, -2.3, -8.7, 1.9, -0.7, 0.8, -10.7, -2.0
COc1ccc(C)cc1NC(=O)C(CCS(C)(=O)=O)NC(C)=O (stereo unspecified)
    0.4, 2.0, 0.4, -1.8, 17.7, 8.3, -7.0, -4.1, 2.5, -1.3, 0.4
Cc1ccsc1/C=N\NC(=O)CCc1c(C)n[nH]c1C
    -7.7, 1.5, -7.1, -3.5, 65.6, 2.8, -12.9, -1.1, 2.7, -1.4, -2.4
BrC(/C=C\c1ccccc1)=N/Nc1nc(N2CCOCC2)nc(N2CCOCC2)n1
    2.2, 6.0, -5.6, -0.2, 320.4*, -11.8, -4.9, -2.4, 1.2, 7.1, -2.6
C[C@H](NC(=O)c1ccccc1)C(=O)OCC(=O)Nc1sccc1C(N)=O
    1.3, -2.5, -22.1, -1.3, 31.2, -1.5, 2.4, 3.6, -0.2, -9.6, -0.8
Cc1ccc(C)c(OCC(O)CN2CCC(Cc3ccccc3)CC2)c1 (stereo unspecified)
    1.9, 1.9, 1.5, 0.4, 98.2, 19.0, -1.3, 4.2, 0.8, -5.6, -3.3
CSc1nc(C)c2c(n1)N(c1ccc(C(C)C)cc1)CC2
    -5.2, 2.8, -2.1, 1.8, 2.7, -24.3, -4.1, 1.8, 2.8, 19.4, 0.4
CCc1ccccc1NC(=O)c1ccccc1N1C(=O)C2C3C=CC(C3)C2C1=O (stereo unspecified)
    -1.2, -2.5, -2.5, 1.3, -5.4, -7.5, -2.4, -1.6, 2.1, -5.2, -0.2
COc1ccccc1NC(=S)N1CCN(c2cccc(C)c2C)CC1
    -0.4, 1.5, 1.4, -1.3, 14.2, 1.3, -3.0, -0.5, 2.2, -6.8, -7.3
CC(=O)c1cccc(NC(=S)NCCCCc2ccccc2)c1
    0.9, 5.5, -1.1, -0.1, -1.0, -2.9, -5.1, -2.1, 1.5, 4.8, -4.4
Cc1ccccc1N(CC(=O)NC1CCCC1)C(=O)C1(C)CC(=O)N=C2C=CC(Cl)=CN21 (stereo unspecified)
    -5.1, 3.8, 0.3, 0.2, 14.5, -15.3, 6.6, 5.4, 0.4, -9.5, 0.9
COc1ccccc1N1C(=O)CC(Sc2n[nH]c(-c3cccc(C)c3)n2)C1=O (stereo unspecified)
    9.4, 2.9, -21.3, -0.3, -3.5, 2.5, -3.5, 0.1, -0.2, -2.5, 2.8
CCOC(=O)C1CCN(C(C)=C2C(=O)c3ccccc3C2=O)CC1
    1.5, 2.1, 6.8, -2.3, 267.5, -7.5, 6.2, -1.3, 2.0, -7.4, 0.4
COc1ccc(-c2cccc(C(=O)Nc3ccc(OC)c(OC)c3)c2)cc1
    -0.9, 3.2, -4.4, -0.4, 10.6, -13.6, -7.2, 1.0, 0.5, -4.6, 3.4
O=C(NC1CCOCC1)C1CCC(=O)N(Cc2cccc(C(F)(F)F)c2)C1 (stereo unspecified)
    -2.6, 2.6, -2.4, 0.0, -2.8, 4.3, -8.0, 1.6, 0.2, 4.0, -0.7
C=CCOc1ccc(CNc2ccc3[nH]c(=O)[nH]c3c2)cc1OC
    -5.1, 3.3, -0.5, /, /, -1.6, 0.5, 0.6, /, 1.6, 2.5
O=C(N/C(=C/c1ccccc1)C(=O)N1CCCCCC1)c1ccccc1
    0.8, 3.8, -7.6, -0.6, -7.5, 3.5, 4.3, -1.3, -0.3, 3.6, -1.0
O=C(O)c1cccc(NC(=O)c2ccccc2NC(=O)c2ccco2)c1
    -1.4, 4.5, -2.9, -0.8, -16.6, 8.4, -0.3, 3.0, 2.2, -3.4, -0.8
CCC(C)N(C(=O)COC(=O)Cc1n[nH]c(=O)c2ccccc12)C1CCS(=O)(=O)C1 (stereo unspecified)
    -0.2, 3.2, -0.8, -0.7, 208.1, -25.0, -10.2, 7.1, -2.5, -1.4, 0.0
Cc1cc(C)c(S(=O)(=O)Nc2cc(C)on2)c(C)c1
    0.2, 0.0, 3.6, -1.0, -2.1, -17.7, 4.9, 1.5, 0.1, 0.4, 1.9
CC(O)CNCCCOc1ccccc1OCc1ccccc1 (stereo unspecified)
    0.0, 0.8, -5.0, -1.7, 94.3, -11.3, 6.5, 7.3, 3.8, -13.0, 1.1
Cc1c(-c2ncn[nH]2)sc(C#N)c1-c1ccccc1
    -0.2, 3.2, -12.7, -3.0, -4.1, 2.4, -2.4, -0.9, 2.3, -12.1, -3.8
CSc1ccccc1C(=O)OCC(=O)Nc1ccc(N2CCOCC2)cc1
    2.7, 2.1, -1.4, -0.1, 9.0, 0.6, -8.9, -0.2, -1.6, 2.1, -0.6
